Screens as filed in PubChem BioAssay.
POLK inh – blocks human DNA polymerase kappa activity; purified Pol kappa, fluorescent DNA synthesis assay, 10 min; Potency, µM (titrated, usually from 107 µM), for the others: at the highest dose activity, negative = inhibition, actives largely listed as inhibitors; AID 588579; 0.53% of 400,000 active; Q9UBT6; also: potency is read from the fitted curve at half-maximal effect; % is scaled to controls: 0 for no effect and ±100 for the full control effect
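Enzyme at 10 nM met test compounds for 15 min at room temperature. Substrate addition (50 nM final) began the reaction, which was monitored by fluorescence at 0 and 10 min.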
LDHA block – LDHA (human) enzyme inhibition; 0.15% of 480,000 active; activity change, % (values are at about 110 or 230 µM); purified LDHA, NADH/diaphorase-resazurin fluorescence; stronger effect = lower value; in the data active = activity change below about -30%; inconclusive = mostly about -25% to -30%;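 also: plate controls were DMSO wells for no effect and wells without enzyme for full effect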
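Human LDH5 at 2 nM final in Tris HCl pH 7.4 with 0.06 mM NADH and 0.2 mM pyruvate, reacted 5 minutes at room temperature. Remaining NADH coupled via diaphorase/resazurin; resorufin fluorescence read at 0 and 20 minutes, normalized to enzyme-free and DMSO wells.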
ERG Ets-DNA blk – blocks human ERG Ets domain binding to DNA; 0.028% of 370,000 active; fluorescence polarization, His-ERG Ets domain / labelled DNA; Potency, µM (doses to about 76.9 µM), without a hit: top-dose FP activity, negative = inhibition, most hits filed as inhibitors; P11308; active = well fitted inhibition curve with a large enough effect in the polarisation, with a control signal flat; inconclusive = small, poorly fitted or top-dose-only effect, or effect the other way, or a change in a side signal; inactive = no such curve, though single readings can be large or run the other way; the % refers to the polarisation;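 also: polarization taken with two DNA probes labelled with fluorescein and Texas red; potency is read from the fitted curve at half-maximal effect; % of control where 0% means no effect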
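His-tagged ERG Ets domain (1 uM in the protein solution; 300mM KCl, 50mM Tris-HCl, 1mM EDTA, 1mM DTT, pH 7.5) received compound, then a probe mix of 5 nM fluorescein-DNA and 100nM Texas-615-DNA. Fluorescence polarization was read for both dyes.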
POLB inh – inhibitors of human DNA polymerase beta | P06746 | Pol beta primer extension/strand displacement, fluorescence kinetic | Potency, µM (top dose mostly 114 µM), for the others: at the top dose activity change, negative = inhibition, usual class: inhibitors | 1.3% of 340,000 active | AID 485314; also: potency is read from the fitted curve at half-maximal effect; % is scaled to controls: 0 for no effect and ±100 for the full control effect
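Pol beta (10 nM) and compounds were preincubated 15 min at room temperature, then 50 nM substrate (final) started primer extension/strand displacement. Reads were taken at 0 and 10 min; concentration-response data were fitted to a four-parameter Hill equation.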
RGS4 inhibitor – inhibitors of human regulator of G protein signaling 4. P49798. Transcreener GDP fluorescence polarization, RGS4-accelerated GTP hydrolysis. Potency, µM (titrated, usually from 114 µM), inactives show top-dose activity change, negative = inhibition, actives largely listed as inhibitors. 0.039% of 390,000 active. AID 504845; also: potency is read from the fitted curve at half-maximal effect; % is scaled to controls: 0 for no effect and ±100 for the full control effect; nearly all actives have a fitted effect of over 75% in size; some results filed as inactive show a strong effect at the top dose
Target sequence (P49798 whole entry, looked up): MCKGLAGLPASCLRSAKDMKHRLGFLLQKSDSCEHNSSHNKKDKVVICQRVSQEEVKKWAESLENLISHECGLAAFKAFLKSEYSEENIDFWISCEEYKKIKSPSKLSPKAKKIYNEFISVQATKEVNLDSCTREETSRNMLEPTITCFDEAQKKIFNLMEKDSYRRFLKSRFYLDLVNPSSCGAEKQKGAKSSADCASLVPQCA
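MLSMR compounds (23 nl, pin-transferred) preincubated 10 min at room temperature with a 500nM (2x) first reagent, then RGS4 at 900nM (2x) plus Transcreener GDP mix added; fluorescence polarization (620/688 nm) read before and after 90 min at 30 °C.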
ALOX12 inh – inhibitors of human 12S-lipoxygenase ALOX12; purified 12hLO, xylenol orange hydroperoxide absorbance; P18054; Potency, µM (titrated, usually from 108 µM), inactives show top-dose activity change, negative = inhibition, usual class: inhibitors; 1.1% of 580,000 active; AID 1671190; also: potency is read from the fitted curve at half-maximal effect; % is scaled to controls: 0 for no effect and ±100 for the full control effect
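Hydroperoxide product was detected by ferrous iron/xylenol orange as the 573 to 405 nm absorbance ratio. Arachidonic acid at 40 uM (final) was turned over for 30 min at room temperature by 150 nM human 12hLO, pH 7.0 Hepes buffer, after 15 min compound preincubation.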
APEX1 inh – blocks human APE1 abasic DNA cleavage; recombinant APE1, TAMRA/BHQ-2 abasic DNA cleavage fluorescence; P27695; 0.35% of 350,000 active; Potency, µM (titrated, usually from 65.8 µM), for inactives: at the top dose activity change, negative = inhibition, hits mostly inhibitors; AID 2517;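 also: potency is read from the fitted curve at half-maximal effect; plate controls were vehicle for no effect and reference inhibitor for full effect; nearly all actives have a fitted effect of over 55% in size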
Target sequence (P27695 whole entry, looked up): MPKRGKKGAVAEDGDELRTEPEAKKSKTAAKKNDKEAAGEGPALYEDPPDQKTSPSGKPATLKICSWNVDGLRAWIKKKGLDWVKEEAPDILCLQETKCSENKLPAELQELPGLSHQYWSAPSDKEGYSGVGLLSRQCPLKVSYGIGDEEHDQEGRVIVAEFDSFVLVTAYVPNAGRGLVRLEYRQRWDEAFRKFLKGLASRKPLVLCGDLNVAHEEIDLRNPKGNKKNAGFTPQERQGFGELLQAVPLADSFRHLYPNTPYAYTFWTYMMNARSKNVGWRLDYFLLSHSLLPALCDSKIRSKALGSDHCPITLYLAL
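APE1 at 0.75 nM preincubated 15 min at room temperature with compound. Reaction then started with 50 nM double-stranded THF-abasic substrate labelled with TAMRA/BHQ-2, and 525/598 nm fluorescence read kinetically. Activity taken as third-minus-first read difference, normalized to DMSO and NSC13755 controls.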
POLH inh – inhibitors of human DNA polymerase eta; 1.2% of 390,000 active; Potency, µM (doses to about 114 µM), for inactives: top-dose activity change, negative = inhibition, actives largely listed as inhibitors; recombinant Pol eta, fluorescent DNA replication assay; Q9Y253; also: potency is read from the fitted curve at half-maximal effect; % is scaled to controls: 0 for no effect and ±100 for the full control effect
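Pol eta (10 nM) was preincubated with compounds for 15 min at room temperature, after which fluorescent replication substrate (50 nM final) was added to start the reaction. Fluorescence was read kinetically at 0 and 10 min.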
Anesthetic bind – candidate novel general anesthetic via apoferritin binding; Potency, µM (series often up to 77.5 µM), for the others: top-dose activity change, negative = displacement, actives largely listed as inhibitors; P02791; AID 485281; apoferritin/1-aminoanthracene competitive binding, fluorescence; 0.074% of 350,000 active; also: potency is read from the fitted curve at half-maximal effect; % is scaled to controls: 0 for no effect and ±100 for the full control effect; nearly all actives have a fitted effect of over 20% in size
Target sequence (P02791 2-175 limits assumed): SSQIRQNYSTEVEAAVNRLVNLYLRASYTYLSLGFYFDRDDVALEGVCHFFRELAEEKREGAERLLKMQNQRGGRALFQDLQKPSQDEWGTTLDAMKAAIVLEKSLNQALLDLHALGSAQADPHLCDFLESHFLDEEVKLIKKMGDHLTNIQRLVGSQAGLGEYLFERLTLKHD
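Horse-spleen apoferritin (10 uM) in 50% saturated 1-aminoanthracene in PBS was incubated 10 min at room temperature with compound. Fluorescence (ex 380, em 535 nm) was normalized to free and bound 1-AMA, with concentration-response fitted by a four-parameter Hill equation.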
The depositor's hits bear a star; ? = inconclusive; . = no result given; & = joins results of further samples; [ ] = dose if it differs, or a comment. Unless noted, calls follow the shape of the dose curve; as a rule, active = well fitted curve in the direction sought with a large enough effect; inconclusive = small, poorly fitted or top-dose-only effect, or another doubt; inactive = no such curve, though single readings can be large; an effect the other way counts as inactive or inconclusive. A portion of the library; count on the stated rates, not on these rows.

SMILES	POLK inh	LDHA block	ERG Ets-DNA blk	POLB inh	RGS4 inhibitor	ALOX12 inh	APEX1 inh	POLH inh	Anesthetic bind
O=C(NCC(=O)N1CCN(c2ncccn2)CC1)c1ccccc1F	0%	-7	-3%	.	-27%	?	30%	-9%	.
Cc1cc(Cl)ccc1OCC(=O)NNC(=O)C1CSC2(C)CCC(=O)N12 (centres undefined)	0%	3	-1%	.	2%	13%	8%	-15%	.
COc1ccc(Cc2nnc(N/N=C/c3ccc(O)cc3O)[nH]c2=O)cc1OC	-3%	5	-3%	?	2%	-14%	-3%	-13%	-7%
CC(C)Oc1ccc(OCCNC2CCCC2)cc1	-10%	-12	-16%	-22%	19%	-13%	-7%	-4%	-13%
CCOc1ccc(CNC(=O)c2ccc(-c3nc(CS(=O)(=O)c4ccccc4)c(C)o3)cc2)cc1	-2%	-35*	2%	-10%	-6%	-23%	.	-8%	-16%
COc1cc(C(=O)Nc2ccc(S(=O)(=O)N3CCOCC3)cc2)c([N+](=O)[O-])cc1OC	-8%	8	15%	-6%	-16%	-10%	-5%	-11%	-24%
COc1ccccc1N1CCN(S(=O)(=O)c2ccc3c(c2)CC(C)N3C(C)=O)CC1 (centres undefined)	-17%	-5	-3%	-2%	-12%	0%	47%	?	-7%
c1ccc(-c2nnsc2Sc2ccccn2)cc1	0%	-1	-2%	15%	-9%	6%	-6%	-21%	-21%
CSc1ccc(S(=O)(=O)N2CCN(Cc3ccc4c(c3)OCO4)CC2)cc1	-13%	2	-8%	-11%	-31%	251%[activator]	-6%	-14%	-2%
Cn1c(SCc2ccc(Br)cc2)nnc1-c1ccccn1	-14%	0	-7%	-24%	-2%	0%	0%	2%	-3%
COc1ccc(N2CC(O)=C(c3nc(-c4ccc(Br)cc4)cs3)C2=N)cc1	3%	-2	-11%	11%	-12%	0%	-2%	-5%	-1%
COc1ccc(-c2[nH]ncc2CN(C)Cc2nonc2C)c(OC)c1	-9%	-7	-1%	-3%	38%	6%	-4%	-4%	-11%
COC(=O)c1sc2nc(-c3ccco3)ccc2c1N	-21%	0	1%	-36%	-44%	?	?	?	-1%
CN(/N=C/C=C/c1ccccc1)c1cc(=O)n(C)c(=O)[nH]1	-4%	7	5%	45%	10%	0%	15%	-5%	-3%
O=C(Nc1ccc(Cl)cc1)C1C2CCC3C(CCC21)C3(Cl)Cl (centres undefined)	-20%	-1	-4%	32%	6%	-3%	-4%	6%	-21%
CCOc1ccccc1CN1C(=O)NC(C)(c2ccccc2)C1=O (centres undefined)	-15%	-2	2%	-2%	-3%	?	8%	-5%	-20%
Cc1cc(C)cc(NC(=O)COC(=O)COc2cccc3c2OC(C)(C)C3)c1	-13%	2	-1%	.	-25%	1%	6%	-29%	.
Cc1cc(C)cc(NC(=O)C(=O)NCC(c2cccnc2)N2CCOCC2)c1 (centres undefined)	-12%	-5	1%	-2%	18%	?	.	-4%	48%[activator]
c1ccc(-c2nnc(NC3=NCCC3)o2)cc1	-11%	-11	11%	35%	18%	26%	8%	-6%	-3%
Cc1cc(Cl)ccc1OC(C)C(=O)NCCCCc1ccccc1 (centres undefined)	-14%	6	-2%	1%	20%	-8%	-4%	-13%	-5%
CCCCCn1c(CCC(=O)Oc2ccccc2OC)nc2c1c(=O)[nH]c(=O)n2CCCC	0%	-3	6%	-11%	17%	0%	0%	-19%	-16%
CS(=O)(=O)N1CCC(C(=O)NCc2ccc(F)cc2Cl)CC1	-3%	0	.	-27%	-16%	-12%	0%	-4%	-2%
O=C(O)c1ccccc1NS(=O)(=O)c1cccc(N=Nc2c(O)[nH]c(=S)[nH]c2=O)c1	-18%	-6	17%	.	3%	?	7%	-11%	.
COc1cc(NC(=O)c2ccco2)c(C(=O)OCC(=O)c2c[nH]c3ccccc23)cc1OC	-18%	-7	9%	-16%	3%	-13%	?	-11%	-9%
CCN1CCN(C(=O)c2cc3cc4ccc(OC)cc4nc3s2)CC1	-3%	2	2%	2%	15%	0%	-4%	1%	154%[activator]

Remaining list, next part
SMILES	POLK inh	LDHA block	ERG Ets-DNA blk	POLB inh	RGS4 inhibitor	ALOX12 inh	APEX1 inh	POLH inh	Anesthetic bind
CCCCn1c(=O)c2oc3ccccc3c2n(CC(=O)Nc2ccccc2OC)c1=O	2%	-7	-2%	8%	-11%	-2%	.	7%	5%
O=C(COc1cccc(Cl)c1)N/N=C\c1cc2ccccc2nc1Cl	10%	-8	-1%	1%	1%	20%	?	-13%	-9%
O=C(Nc1ccccc1)c1ccccc1C(=O)N1CCCCC1	6%	-4	-14%	0%	-1%	-1%	-1%	2%	-6%
Cc1ccc(C(=O)Nc2ccc3oc(-c4ccncc4)nc3c2)c(Cl)c1	14%	3&-5	-1%	-1%	1%	22%&-16%	.	-15%	6%
CCCCn1nnnc1SCC(=O)N1CCN(C(=O)c2ccco2)CC1	-1%	-6	-8%	3%	2%	4%	-2%	8%	-5%
CCOc1ccc(C2OC34CCCCC3C(C#N)(C#N)C2(C#N)C(=N)O4)cc1OC (centres undefined)	-16%	23	?	-8%	-22%	.	2%	-22%	510%[activator]
CC(=O)Nc1ccc(N2C(=O)CC(N3CCN(Cc4ccc5c(c4)OCO5)CC3)C2=O)cc1 (centres undefined)	4%	-5	1%	2%	-27%	0%	-2%	-9%	0%
NC(=S)NN=C1CCCCCCCCCC1	-20%	-6	.	.	?	45µM*	.	-10%	.
CCN1CCN(CCC(=O)Nc2ccc(C)cc2)CC1	1%	-6	-2%	37%	11%	0%	-9%	1%	-4%
CCc1ccccc1NC(=O)NCc1cccnc1	0%	-8	3%	0%	-4%	16%	48%[activator]	-22%	-1%
COc1ccc(N=C2SCC(c3ccccc3)=NN2C)cc1	6%	-1	-9%	7%	11%	?	-5%	-10%	1%
N#CCCn1cc(C(=O)O)c(-c2cc3ccccc3o2)n1	-11%	-6	3%	34%	19%	-17%	0%	-16%	-6%
Cc1ccc(-c2nnc(Nc3cccc(O)c3)c3ccccc23)cc1S(=O)(=O)NCC1CCCO1 (centres undefined)	-22%	-8	3%	-2%	13%	?	.	-21%	-7%
Cc1ccc(S(=O)(=O)N2CCC(=O)N([C@H](COCc3ccc(Cl)cc3)Cc3ccccc3)CC2)cc1	-15%[60.1 µM]	-3	.	.	.	?	-7%[50.4 µM]	.	153%[activator]
CC1=C(C#N)C2C(/C1=N/O)C2(C)C (centres undefined)	-11%	3	.	10%	15%	-3%	-1%	-8%	-20%
CCCCCCn1c(=O)[nH]c2c(c1=O)CCC2	3%	-3	-7%	21%	-10%	-1%	-3%	-17%	-5%
O=C(NCC#CCOCc1ccccc1)c1ccccc1	-6%	-4	-16%	0%	2%	-15%	3%	-6%	4%
CCC12OC(=N)C(C#N)(C1C)C(C#N)(C#N)C(c1ccccc1)O2 (centres undefined)	-26%	-1	-1%	2%	-5%	-3%	1%	-12%	303%[activator]
COc1ccc(/C(N)=N/OC(=O)Cc2cccs2)cc1OC	-17%	2	0%	?	0%	-17%	0%	-9%	-11%
Cc1ccc(NC(=S)N(CCCN2CCOCC2)Cc2ccccn2)cc1Cl	-3%	-9	14%	17%	6%	-15%	-4%	1%	0%
Cc1c(C)n(Cc2ccc(Cl)cc2)c2ccc(C(=O)NCCCN3CCOCC3)cc12	-16%	-3	-10%	-29%	-7%[56.9 µM]	?	-20%	-10%	-6%
CC1CCN(c2ccccc2NC(=O)c2ccc(Br)o2)CC1	-11%	-8	-3%	?	12%	-5%	-1%	-7%	2%
Cc1ccc(C(=O)NCc2ccc(N3CCN(C(=O)OC(C)(C)C)CC3)cc2)cc1	-10%	-8	-3%	30%	1%	-8%	-2%	-17%	-6%
C=CC(C)(O)CCC=C(C)C (centres undefined)	8%	-2	-8%	.	-4%	4%	0%&0%&-2%	-15%	.
O=C(Nc1nnc(C2CC2)s1)c1ccc(S(=O)(=O)c2ccccc2)cc1	12%	-7	-14%	19%	-15%	-19%	0%	-6%	-11%
O=c1c2ccccc2c(C=Nc2cccc(O)c2)c(O)n1-c1ccc2c(c1)OCO2	-22%	-1	-12%	40µM*	-25%	-13%	-5%	13µM*	-12%
O=C(CCCl)N1c2ccccc2C=Cc2ccccc21	-18%	1	6%	.	1%	9%	.	-3%	.
C=CCn1c(-c2oc3nc(-c4ccccc4)cc(-c4ccccc4)c3c2N)n[nH]c1=S	-23%	-4	-5%	-25%	-45%	?	-6%	-7%	-11%
CC(Sc1nc2ccc(C(=O)c3ccccc3)cc2[nH]1)C(=O)O (centres undefined)	2%	-3	10%	19%	-8%	?	-4%	-5%	-1%

Random excerpt: three entries already listed
SMILES	POLK inh	LDHA block	ERG Ets-DNA blk	POLB inh	RGS4 inhibitor	ALOX12 inh	APEX1 inh	POLH inh	Anesthetic bind
CCC12OC(=N)C(C#N)(C1C)C(C#N)(C#N)C(c1ccccc1)O2 (centres undefined)	-26%	-1	-1%	2%	-5%	-3%	1%	-12%	303%[activator]
O=c1c2ccccc2c(C=Nc2cccc(O)c2)c(O)n1-c1ccc2c(c1)OCO2	-22%	-1	-12%	40µM*	-25%	-13%	-5%	13µM*	-12%
Cc1cc(Cl)ccc1OCC(=O)NNC(=O)C1CSC2(C)CCC(=O)N12 (centres undefined)	0%	3	-1%	.	2%	13%	8%	-15%	.
